A549 viability: A549 cytotoxicity, counter-screen for Nrf2 inhibitors; 0.16% of 390,000 active; AID 504648; A549 ARE-Fluc cells, CellTiter-Fluor viability, 18-24 h; Potency, µM (doses to about 46 µM), without a hit: at the highest dose activity change, negative = cytotoxicity, most hits filed as inhibitors; note: potency is the fitted concentration of half-maximal effect; % is set by controls: 0 for no effect and ±100 for the full control effect
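A549 ARE_Fluc cells in 5% FBS OPTI-MEM were exposed to compounds in concentration-response for 18-24 h at 37 deg C. Viability was read by CellTiter-Fluor fluorescence (Ex 405/Em 525) after 30 min, before the luciferase read.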
Nrf2 activator: Nrf2 pathway activation; AREc32 ARE-luciferase reporter (MCF7-derived line), luminescence, 24 h; AID 624171; 0.31% of 410,000 active; Potency, µM (series often up to 46.1 µM), without a hit: at the highest dose activation, actives largely listed as activators; note: potency is the fitted concentration of half-maximal effect; % of control where 0% means no effect; nearly all actives have a fitted effect of over 65% in size
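AREc32 cells carrying an ARE-driven firefly luciferase reporter were seeded at 1000 cells/well in OPTI-MEM with 5% FBS, then exposed to compound for 24 hr at 37 deg C. Luminescence was read with Steady-Glo after 30 min at RT.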
CCT chaperon mod: cytosolic chaperonin activity modulation; 0.3% of 360,000 active; purified chaperonin ATPase assay, HTRF ADP detection, 30 min; activity change, % (test concentration not listed), hits read low; in the data active = activity change below about -30%; note: % is set by controls: 0 for no effect and ±100 for the full control effect
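TRiC at 40 or 20 nM final (batch-dependent) in 30 mM Tris pH 7.4, 100 mM KCl, 5 mM MgCl2, 1 mM DTT, with compound at single 76 uM and 10 uM ATP, 30 min at 37 deg C. ADP detected by HTRF Transcreener, 665/615 ratio.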
Nrf2 inh: inhibitors of Nrf2 signaling; A549 ARE-Fluc reporter, luciferase luminescence, 18-24 h; Potency, µM (titrated, usually from 46 µM), inactives show top-dose activity change, negative = inhibition, actives largely listed as inhibitors; 2.1% of 360,000 active; AID 504444; note: potency is the fitted concentration of half-maximal effect; % is set by controls: 0 for no effect and ±100 for the full control effect; nearly all actives have a fitted effect of over 60% in size
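Concentration-response testing used A549 ARE_Fluc cells at 5000 cells/well. Following an 18-24 h compound incubation, viability was read by fluorescence (Ex 405/Em 525) and luciferase output by luminescence.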
EPAC2 antag: antagonists of human EPAC2. Q8WZA2. EPAC2 GEF exchange of Rap1B-BODIPY-GDP, fluorescence. Potency, µM (highest dose often 114 µM), for the others: at the top dose activity, negative = inhibition, most hits filed as inhibitors. 0.18% of 360,000 active. AID 720708; note: potency is the fitted concentration of half-maximal effect; % is set by controls: 0 for no effect and ±100 for the full control effect; nearly all actives have a fitted effect of over 45% in size; many of its hits are not listed in these tables
Target sequence (Q8WZA2 whole entry, looked up): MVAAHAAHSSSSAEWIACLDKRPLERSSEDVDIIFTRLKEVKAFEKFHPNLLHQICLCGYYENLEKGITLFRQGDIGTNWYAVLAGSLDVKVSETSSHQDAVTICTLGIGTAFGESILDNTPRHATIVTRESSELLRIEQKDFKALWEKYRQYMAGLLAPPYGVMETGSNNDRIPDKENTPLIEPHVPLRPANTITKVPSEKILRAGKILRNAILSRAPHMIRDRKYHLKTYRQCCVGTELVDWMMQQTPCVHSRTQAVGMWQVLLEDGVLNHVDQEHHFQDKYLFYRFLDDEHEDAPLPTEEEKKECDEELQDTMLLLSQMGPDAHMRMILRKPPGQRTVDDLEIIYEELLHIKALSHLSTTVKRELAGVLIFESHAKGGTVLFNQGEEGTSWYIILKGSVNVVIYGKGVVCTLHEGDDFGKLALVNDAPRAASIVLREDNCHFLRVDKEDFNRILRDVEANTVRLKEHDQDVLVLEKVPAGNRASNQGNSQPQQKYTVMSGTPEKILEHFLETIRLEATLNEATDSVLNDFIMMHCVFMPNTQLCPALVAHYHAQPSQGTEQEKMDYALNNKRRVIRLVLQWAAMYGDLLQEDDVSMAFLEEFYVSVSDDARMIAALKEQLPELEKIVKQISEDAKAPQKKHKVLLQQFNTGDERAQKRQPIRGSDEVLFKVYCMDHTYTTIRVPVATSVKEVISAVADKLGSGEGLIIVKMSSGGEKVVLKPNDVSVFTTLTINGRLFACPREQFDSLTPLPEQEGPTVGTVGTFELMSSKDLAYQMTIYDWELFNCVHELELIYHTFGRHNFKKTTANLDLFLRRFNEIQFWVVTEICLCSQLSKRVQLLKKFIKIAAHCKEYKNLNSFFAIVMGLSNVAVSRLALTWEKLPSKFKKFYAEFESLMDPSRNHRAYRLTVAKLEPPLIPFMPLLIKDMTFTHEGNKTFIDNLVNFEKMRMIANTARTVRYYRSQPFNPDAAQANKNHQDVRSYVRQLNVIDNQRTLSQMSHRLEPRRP
TGFb inhibitor: inhibitors of TGF-b signaling. Potency, µM (highest dose often 46.1 µM), inactives show top-dose activity, negative = inhibition, most hits filed as inhibitors. HepG2 CAGA-GFP TGF-b/SMAD3 reporter, GFP fluorescence, 18 h; TGF-beta stimulated, 500 pg/mL final. 1.2% of 410,000 active; note: potency is the fitted concentration of half-maximal effect; % is set by controls: 0 for no effect and ±100 for the full control effect; nearly all actives have a fitted effect of over 65% in size
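Inhibition was scored as loss of TGF-beta-induced (500 pg/mL final, 18 hours, 37 degrees C) GFP in HEPG2 cells carrying a CAGA-GFP reporter, in DMEM with 1% FBS. Well GFP was summed per cell; Activity was normalised to unstimulated and stimulated DMSO wells, then concentration-response fitting.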
EPAC2 agonist: activates human EPAC2 exchange factor; AID 720711; Potency, µM (titrated, usually from 154 µM), for the others: at the highest dose activation, most hits filed as activators; 0.079% of 360,000 active; Q8WZA2; EPAC2 activation, biochemical qHTS; response scale: 100% = 6.5 mM cAMP response; note: potency is the fitted concentration of half-maximal effect; nearly all actives have a fitted effect of over 50% in size
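Setup: EPAC2 100 nM, labeled Rap1B complex 250 nM, free GDP 50 uM. Compound titrations pinned in, brief spin, 5 min room temperature incubation. Kinetic fluorescence read over 30 min, normalized to 6.5 mM cAMP.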
Akt phos inh: Akt phosphorylation inhibition; Neuro2A IGF-stimulated pAkt S473 HTRF, 20 min; active compounds read low; activity change, % for hits at 50 µM; 0.32% of 360,000 active; in the data active = activity change below about -80%; inconclusive = mostly about -51% to -80%; note: % is set by controls: 0 for no effect and ±100 for the full control effect
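Neuro2A cells in DMEM with 0.5% FBS, overnight at 37 deg C, given compound at single 50 µM final, then IGF (6 nM final) for 20 min at 37 deg C. Lysed; phospho-Akt Ser473 by HTRF after 24 h, 665/615 ratio.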
MmCpn inh: inhibitors of Methanococcus maripaludis chaperonin (MmCpn) | purified Mm-Cpn ATPase, ADP Transcreener TR-FRET | Potency, µM (top dose mostly 76.9 µM), for the others: top-dose activity, negative = inhibition, actives largely listed as inhibitors | 0.031% of 330,000 active | AID 504842; note: potency is the fitted concentration of half-maximal effect; % is set by controls: 0 for no effect and ±100 for the full control effect; nearly all actives have a fitted effect of over 80% in size
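Inhibition of chaperonin ATP hydrolysis is measured as reduced ADP production, detected by competitive TR-FRET in which signal falls with ADP. Final enzyme 25 nM and ATP 10 uM, reacted 30 min at 37°C.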
Active calls of the source: *; i = inactive; ? = inconclusive; nt = not tested or not shown; & = joins results of further samples; [ ] = another dose, or the depositor's remark. Unless noted, calls come from the whole dose curve; as a rule, active = well fitted curve in the direction sought with a large enough effect; inconclusive = small, poorly fitted or top-dose-only effect, or another doubt; inactive = no such curve, though single readings can be large; an effect the other way counts as inactive or inconclusive. A portion of the library; count on the stated rates, not on these rows.

SMILES | A549 viability | Nrf2 activator | CCT chaperon mod | Nrf2 inh | EPAC2 antag | TGFb inhibitor | EPAC2 agonist | Akt phos inh | MmCpn inh
CCc1ccc(NC(=O)C(=O)NCC(c2cccnc2)N2CCc3ccccc3C2)cc1 (stereo not given) | 7% | 0.1% | nt | ? | nt | ? | nt | nt | nt
O=C(NCCN1CCCc2ccccc21)C1CCC(=O)N(CCc2ccccc2)C1 (stereo not given) | -5% | 0.7% | -0.5 | 3% | -6% | -8% | 7% | i | -1%
CCN1C(=O)CC(N2CCN(c3cccc(OC)c3)CC2)C1=O (stereo not given) | 7% | -1.2% | -0.4 | 1% | -1% | 20% | 10% | i | 3%
COc1ccc(N2CC(=O)N(c3ccc(OC)c(OC)c3)CC2=O)cc1OC | -6% | -0.1% | -0.1 | -3% | 0% | 6% | 20% | i | 0%
O=C(CN(CC1CCCO1)C(=O)CNS(=O)(=O)c1ccc(F)cc1)NCc1ccco1 (stereo not given) | 1% | 0.5% | -3.3 | 5% | 10% | ? | 3% | i | -1%
Cc1cccc(OCC(=O)NCc2ccncc2)c1C | 2% | -0.3% | -5.3 | 14% | -4% | -28% | 2% | i | 2%
CCCOc1ccc(C2=CSC3=NCCN23)cc1[N+](=O)[O-] | 14% | 4.6% | -1.3 | 12% | 2% | 10% | -4% | i | ?
O=C(/C=C/[C@H]1O[C@@H](n2ccc(=O)[nH]c2=O)[C@H](O)[C@@H]1O)NCCN1CCCC1 | nt | -1.1% | -1.1 | nt | 2% | -2% | 1% | i | nt
COc1ccc(C(=O)NCc2nnc(SCC(=O)NCc3ccc(F)cc3)o2)cc1 | 1% | 0.2% | -1.2 | 2% | -7% | -4% | -3% | i | 1%
C[C@@H]1CCCCO[C@@H](CN(C)CC2CC2)[C@@H](C)CN([C@H](C)CO)C(=O)c2cc(N(C)C)ccc2O1 | nt | 0.3% | -0.7 | nt | -11% | -1% | 9% | i | nt
O=C1/C(=C\c2ccc(O)cc2)SC(=S)N1Cc1ccccc1 | 0% | 1.0% | 2.3 | -14% | -18% | ? | 15% | i | -1%
O=C(Oc1c(-c2ccccc2)c(=O)n2c3c(cccc13)CC2)c1ccc(F)cc1 | 1% | -0.9% | 0.8 | ? | -11% | 4% | 0% | i | -3%
CC(C)NC(=O)N(C)C[C@@H]1Oc2c(NC(=O)Nc3ccccc3)cccc2C(=O)N([C@H](C)CO)C[C@H]1C | 3% | -0.8% | -3.0 | -6% | -12% | 2% | -3% | i | 1%
Cc1ccc(NC(=O)CN(C)S(=O)(=O)c2ccc3[nH]c4c(c3c2)CCCC4)c(Cl)c1 | -7% | 5.7% | nt | ? | nt | ? | nt | nt | nt
CCN(CC)S(=O)(=O)c1ccc(N2CCOCC2)c(NC(=O)C23CC4CC(CC(Cl)(C4)C2)C3)c1 | -13% | 0.9% | -72* | -23% | 5% | 12% | 6% | i | 1%
COc1ccccc1NC(=O)CN1C(=O)CC(c2ccc(C)c(C)c2)=Nc2ccccc21 | 3% | 7.1% | nt | ? | nt | ? | nt | nt | nt
CN(C)C1=NC[C@H](Cc2ccccc2)N1CC1CCCCCC1 | 12% | 0.0% | -0.9 | -6% | 7% | 6% | 4% | i | 2%
CC(C)(C)C(=O)n1nc(-c2ccccc2)oc1=O | 4% | -0.5% | -1.3 | 4% | -13% | 11% | 12% | i | 0%
NC(=O)[C@@H]1CCCCNc2c(F)cc([N+](=O)[O-])cc2C(=O)N[C@@H](CCCN=C(N)N)C(=O)NCC(=O)N1 | -21% | 0.3% | -0.2 | 1% | -3% | 0% | -8% | i | -2%
COc1ccccc1N1CCN(C(=O)c2nc(SC)ncc2Cl)CC1 | -9% | 11% | nt | 27% | nt | ? | nt | nt | nt
CCOC(=O)c1ccccc1NC(=O)COC(=O)CCC1CCCC1 | -5% | -0.8% | -1.0 | 15% | -6% | -45% | 16% | i | -1%
Cc1ccc([C@@H]2CC=C(C(=O)O)[C@H](c3ccccc3)N2S(=O)(=O)c2ccccc2C)cc1 | -11% | -0.7% | 0.0 | -23% | -15% | ? | 1% | i | 1%
O=C(Nc1ccc(F)cc1F)c1cc(=O)n(-c2ccccc2)c(=O)[nH]1 | 17% | -0.6% | -0.1 | 2% | 1% | 2% | 6% | i | -1%
O=C(O)C1CCCCC1C(=O)Nc1cccc(Br)c1 (stereo not given) | -5% | 0.3% | -2.0 | 7% | 4% | 16% | 2% | i | 1%
COCCNC(=O)c1cnn2c1NC(c1ccco1)CC2C(F)(F)F (stereo not given) | -4% | 0.7% | 0.0 | 12% | -10% | -11% | 2% | i | -2%
CC(Nc1n[nH]c(=O)[nH]c1=O)C(=O)N/N=C/c1cccs1 (stereo not given) | 7% | 1.2% | 1.0 | 7% | 23% | 0% | 5% | i | -5%
Cc1c(NC(=O)CCC2CCCCC2)c(=O)n(-c2ccccc2)n1C | -1% | 0.2% | 1.3 | 12% | 2% | -1% | 1% | i | -14%
Cc1ccc(C(=O)c2coc3ccc(O)c(CN(C)C)c23)cc1 | -2% | 0.4% | -3.9 | 4% | 6% | -14% | 1% | i | -3%
COc1ccccc1C(=O)C1CCCN(C(=O)c2ccccc2Cl)C1 (stereo not given) | -1% | -0.5% | -1.1 | -1% | -8% | -7% | 1% | i | 2%
O=C(Nc1cccc(Cl)c1)C1CCCN(S(=O)(=O)c2ccc(F)cc2)C1 (stereo not given) | ? | -0.1% | 1.0 | nt | -7% | ? | 11% | nt | 2%

Among those listed so far, 2 contain an aryl thioether with sulfur outside any ring.
SMILES | A549 viability | Nrf2 activator | CCT chaperon mod | Nrf2 inh | EPAC2 antag | TGFb inhibitor | EPAC2 agonist | Akt phos inh | MmCpn inh
COc1ccc(C(=O)NCc2nnc(SCC(=O)NCc3ccc(F)cc3)o2)cc1 | 1% | 0.2% | -1.2 | 2% | -7% | -4% | -3% | i | 1%
COc1ccccc1N1CCN(C(=O)c2nc(SC)ncc2Cl)CC1 | -9% | 11% | nt | 27% | nt | ? | nt | nt | nt

Further results
SMILES | A549 viability | Nrf2 activator | CCT chaperon mod | Nrf2 inh | EPAC2 antag | TGFb inhibitor | EPAC2 agonist | Akt phos inh | MmCpn inh
Cc1cccc(C)c1OCC(=O)NCc1nnc(SCC(=O)NC2CCCCC2C)n1C (stereo not given) | 14% | -0.2% | -1.4 | -6% | -1% | 3% | 4% | i | 1%
Cc1ccc(N2CCN(S(=O)(=O)c3nnc(NC(=O)c4ccccc4)s3)CC2)cc1 | -7%&0% | -1.0%&-0.8% | 0.1 | ? | 16% | -25%&-25% | -7% | i | -1%
COc1ccc(C2C(C(C)=O)=C(O)C(=O)N2Cc2ccccc2)c(OC)c1 (stereo not given) | -2% | -0.7% | 2.7 | 10% | 0% | -7% | -1% | i | -3%
CC1(C(=O)NCc2ccc3c(c2)OCO3)CCN1C(=O)Cc1ccc(Cl)cc1Cl (stereo not given) | nt | -0.7% | -0.2 | nt | -13% | -16% | 0% | i | nt
Cc1cc(Cl)c2oc(C(=O)N3CCC(O)(c4ccccc4)CC3)c(C)c2c1 | -5% | 4.0% | -1.2 | -6% | -12% | ? | 3% | i | -1%
CN(C)/C=C(\C#N)S(=O)(=O)C(C)(C)C | 11% | 0.0% | 1.1 | 28% | 5% | -1% | 10% | i | 0%
CC(=O)NCc1ccc(S(=O)(=O)NC(C(=O)O)C(C)C)cc1 (stereo not given) | 3% | 0.1% | -1.4 | 7% | 8% | 7% | -8% | i | 4%
O=C(O)c1cccc2c(-c3ccccc3)c(-c3ccccc3)[nH]c12 | 1% | -0.5% | -1.9 | -3% | ? | -11% | 5% | i | 0%
O=C(C[C@H]1C(=O)N(c2ccccc2)C[C@@H]1Cc1ccccc1)Nc1ccccc1 | nt | 0.4% | -0.1 | nt | -2% | 11%&-29% | 6% | i | nt
Cc1nc(SC2CCOC2=O)c2c(C)c(C)sc2n1 (stereo not given) | -7% | -0.2% | 1.6 | -9% | 1% | 6% | 4% | i | ?
Cc1ccc(N2CCN(/N=C/c3ccccc3[N+](=O)[O-])CC2)cc1 | 0% | -0.3% | 0.2 | -22% | 1% | -16% | 7% | i | -7%
Cc1cc(NC(=O)c2ccc(Br)o2)ccc1NC(=O)c1ccco1 | 1% | 0.4% | -1.6 | 23% | 3% | 15% | 9% | i | 0%
c1ccc2c(c1)Nc1ccncc1S2 | -21% | 2.9% | -5.6 | 29µM* | -10% | ? | -1% | i | -10%
COc1cccc(CN2CCC(Oc3ccc(C(=O)N4CCCCC4)cc3)CC2)c1 | -18% | -0.5% | -0.9 | -15% | 14% | -19% | 11% | i | 0%
c1ccc2c(c1)CCN2CCN1CCc2ccccc21 | -5% | 5.6% | 1.2 | nt | 1% | -9% | -10% | i | 1%
O=C(Cc1cccc(NC(=O)C2CCN(C(=O)CCc3ccccc3)CC2)c1)Nc1cccc(C(=O)N2CCCC2)c1 | -2% | -0.1% | 1.2 | -8% | -4% | -1% | 10% | i | -2%
CCn1c(CN(C)c2ccccc2)nc2ccccc21 | 8% | 5.5% | 1.2 | ? | -10% | -11% | 6% | i | -4%
COc1ccc(C(=O)Nc2ccc(C)cn2)c(OC)c1 | 3% | -2.0% | 0.0 | nt | -1%[57.1 µM] | 4% | 0% | i | 1%
CCc1ccc(C(C)NC(=O)/C=C/c2ccc(Br)cc2)cc1 (stereo not given) | -4% | -0.1% | -0.9 | -10% | 9% | -26% | -3% | i | 0%
CCn1c(/C=C/c2ccccc2Cl)nc2ccccc2c1=O | -2% | ? | 0.6 | 16% | 3% | -7% | 5% | i | -2%
COc1cc(NC(=O)COc2cc3oc(=O)cc(C)c3cc2Cl)cc(OC)c1OC | -4% | -0.5% | -59* | ? | 16% | -2% | 5% | nt | 1%
